# Assay outcomes: PubChem, National Center for Advancing Translational Sciences (NCATS)
# Epigenetic reg: Quantitative High-Throughput Screen for Regulators of Epigenetic Control; murine LDR cells, GFP reporter derepression, 30 h; Potency, µM (highest dose often 53.9 µM), for inactives: at the highest dose GFP activation, most hits filed as activators; 280,000 compounds, 0.2% hits; AID 1865, 2009; also: potency is read from the fitted curve at half-maximal effect; % of control where 0% means no effect; nearly all actives have a fitted effect of over 60% in size
#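 Reporter derepression read as number of fluorescent GFP-positive objects, 20-120 um in size, counted by laser-scanning cytometer. Mouse LDR line with an epigenetically silenced CMV-GFP locus; compound incubation 30 h, 37 C.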
# NPSR antagonist: qHTS Assay for Antagonists of the Neuropeptide S Receptor: cAMP Signal Transduction | Potency, µM (highest dose often 38.3 µM), for the others: top-dose activity change, negative = inhibition, hits mostly inhibitors | CHO-NPSR cells, cAMP TR-FRET, antagonist mode | Q6W5P4 | 220,000 compounds, 1% hits; also: potency is read from the fitted curve at half-maximal effect; % is scaled to controls: 0 for no effect and ±100 for the full control effect; nearly all actives have a fitted effect of over 50% in size; many of its hits are not listed in these tables
# IMPase Li cell: qHTS Assay for Identifying the Cell-Membrane Permeable IMPase Inhibitors: Potentiation with Lithium; Potency, µM (series often up to 59.4 µM), for the others: at the highest dose activity, negative = IMPase inhibition, most hits filed as inhibitors; 210,000 compounds, 0.35% hits; CHO-M1 cells, IP1 TR-FRET (IP-One), carbachol + lithium;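 also: IP1 builds up when IMPase is blocked and the TR-FRET signal falls; potency is read from the fitted curve at half-maximal effect; plate controls were basal vehicle for no effect and high inhibitor control for full effect; nearly all actives have a fitted effect of over 50% in size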
#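 CHO cells stably expressing M1 receptor (2000/well, cultured 16–30 h) treated 30 min at 37C with compound plus low lithium. Cytosolic IP1 by TR-FRET (665/620 ratio and 620 channel) after 10 min lysis; AC50 by Hill fit.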
# aGal spleen mod: qHTS Assay for Inhibitors and Activators of Human alpha-Galactosidase From Spleen Homogenate; Alpha-galactosidase A (Homo sapiens), P06280; human spleen homogenate, 4MU-alpha-Gal fluorescence, 40 min; Potency, µM (titrated, usually from 80 µM), for the others: at the highest dose activity change, negative = inhibition, hits mostly inhibitors; 240,000 compounds, 0.008% hits; AID 2107, 2009;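 also: potency is read from the fitted curve at half-maximal effect; 0% = enzyme with vehicle and -100% = no enzyme basal signal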
# Target sequence (P06280 32-429 limits assumed): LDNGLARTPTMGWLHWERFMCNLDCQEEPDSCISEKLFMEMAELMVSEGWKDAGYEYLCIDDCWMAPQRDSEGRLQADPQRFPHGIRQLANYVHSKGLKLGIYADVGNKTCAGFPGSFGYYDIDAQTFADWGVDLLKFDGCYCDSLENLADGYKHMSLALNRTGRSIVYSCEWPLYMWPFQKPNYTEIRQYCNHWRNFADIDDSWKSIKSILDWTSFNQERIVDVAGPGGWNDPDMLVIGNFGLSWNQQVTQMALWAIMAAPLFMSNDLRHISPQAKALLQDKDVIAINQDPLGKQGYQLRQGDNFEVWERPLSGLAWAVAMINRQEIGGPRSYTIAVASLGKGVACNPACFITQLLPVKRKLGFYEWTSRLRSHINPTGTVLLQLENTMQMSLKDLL
#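 Inhibition or activation of alpha-galactosidase in human spleen homogenate is scored by 4-MU fluorescence after 40 min at 37C, pH 5.0, with 1 mM substrate. AC50s come from concentration-response fitted to the Hill equation.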
# Lamin A splicing: qHTS Assay for Modulators of Lamin A Splicing; 200,000 compounds, 0.01% hits; Potency, µM (series often up to 46.1 µM), inactives show top-dose ratio change, negative = inhibition, usual class: inhibitors; HeLa LMNA splicing GFP/RFP minigene ratio, 48 h; AID 1487, 2009; active = well fitted inhibition curve with a large enough effect in the signal ratio, with a control signal flat, not every such curve was filed as active; inconclusive = small, poorly fitted or top-dose-only effect, or effect the other way, or a change in a side signal; the % refers to the signal ratio; also: potency is read from the fitted curve at half-maximal effect; % is scaled to controls: 0 for no effect and ±100 for the full control effect
#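 S3 HeLa cells stably expressing lamin A-EGFP splicing minigene plus DsRed2, 600 cells/well, 48 h compound exposure at 37C. Laser-scanning cytometry; analysed as GFP (500-530 nm)/RFP (575-640 nm) total intensity ratio; 0.5% DMSO vehicle.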
# KinaseGlo FLuc: Counterscreen for Luciferase (Kinase-Glo TM) Inhibition | Luciferin 4-monooxygenase (Photuris pensylvanica), Q27757 | Kinase-Glo luciferase, ATP luminescence, 8 min | AID 1379, 2008 | 200,000 compounds, 0.28% hits | Potency, µM (doses to about 38.3 µM), without a hit: at the top dose activity change, negative = inhibition, actives largely listed as inhibitors; also: potency is read from the fitted curve at half-maximal effect; % is scaled to controls: 0 for no effect and ±100 for the full control effect; nearly all actives have a fitted effect of over 60% in size
#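 Kinase-Glo luciferase light output from ATP and luciferin was measured with 10 uM ATP, within the enzyme's linear range. Buffer: 50 mM imidazole pH 7.2, 50 mM KCl, 7 mM MgCl2, 0.01% Tween 20, 0.05% BSA; luminescence read after 8 min at ambient temperature.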
# CBFb RUNX1 block: qHTS Assay for Compounds Blocking the Interaction Between CBF-beta and RUNX1 for the Treatment of Acute Myeloid Leukemia. Runt-related transcription factor 1 (Homo sapiens) + Core-binding factor subunit beta …. AlphaScreen CBFb-His/RUNX1-biotin binding, biochemical. Potency, µM (titrated, usually from 59.8 µM), for the others: top-dose activity, negative = inhibition, actives largely listed as inhibitors. 230,000 tested, under 10 active; also: % of control where 0% means no effect
# Target sequence (Q01196 whole entry, looked up): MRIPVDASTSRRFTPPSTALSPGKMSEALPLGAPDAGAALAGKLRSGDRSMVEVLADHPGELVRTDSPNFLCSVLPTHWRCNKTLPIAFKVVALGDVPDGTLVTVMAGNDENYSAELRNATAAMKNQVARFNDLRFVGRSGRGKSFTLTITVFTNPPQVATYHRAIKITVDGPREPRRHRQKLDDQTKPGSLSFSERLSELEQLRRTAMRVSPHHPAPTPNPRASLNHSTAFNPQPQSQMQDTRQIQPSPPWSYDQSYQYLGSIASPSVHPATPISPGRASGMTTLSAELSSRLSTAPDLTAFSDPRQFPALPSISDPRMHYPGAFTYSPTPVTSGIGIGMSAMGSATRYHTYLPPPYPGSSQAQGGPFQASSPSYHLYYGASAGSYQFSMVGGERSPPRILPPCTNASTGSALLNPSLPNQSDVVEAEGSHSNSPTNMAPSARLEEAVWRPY
# Target sequence (Q13951 whole entry, looked up): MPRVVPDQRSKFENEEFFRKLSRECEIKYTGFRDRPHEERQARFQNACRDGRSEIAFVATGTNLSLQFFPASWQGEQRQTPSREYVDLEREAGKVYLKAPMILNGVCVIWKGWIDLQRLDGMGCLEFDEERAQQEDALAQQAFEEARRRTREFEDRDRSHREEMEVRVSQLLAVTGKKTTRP
#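 CBFb-His/RUNX1-biotin, 30 nM each, preincubated 20 min RT; compound 15 min RT; Ni + streptavidin beads 50 ng each, 90 min RT; AlphaScreen read.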
# * marks the source's active call; other numbers are inactive results; ? = inconclusive; . = not tested or not shown; & = joins results of further samples; [ ] = remark or other dose. Unless noted, calls follow the shape of the dose curve; as a rule, active = well fitted curve in the direction sought with a large enough effect; inconclusive = small, poorly fitted or top-dose-only effect, or another doubt; inactive = no such curve, though single readings can be large; an effect the other way counts as inactive or inconclusive. An excerpt; the hit share may differ from the screen's.
SMILES,Epigenetic reg,NPSR antagonist,IMPase Li cell,aGal spleen mod,Lamin A splicing,KinaseGlo FLuc,CBFb RUNX1 block
COc1ccc2c(c1)[C@@]13CCCCC1[C@@H](C2)N(C)CC3 (stereo not given in full),-1.3%,.,4%,-23%,.,4%,18%
C[C@H]1CC[C@H]2NCCN[C@H]2C1,0.0%,-27%,.,8%,.,.,-1%
COc1ccccc1-n1c(-c2ccoc2)nc2ccccc2c1=O,1.7%,1%[46.1 µM],0%[38.3 µM],-1%,-4%,-1%,1%
CC(=O)C1=NOC(CNc2ncc(C(F)(F)F)cc2Cl)C1 (stereo not given),1.1%,3%,-1%,-4%,?,3%,1%
CCOC(=O)C(C)Oc1cc(C)cc2oc(=O)c3c(c12)CCCC3 (stereo not given),4.9%,?,?,9%,-7%,-1%,-11%
CC1(C)N(O)C2CCCCC2N1O (stereo not given),-1.1%,10%[46.1 µM],3%[38.3 µM],-5%,12%,0%,0%
Cc1cccc(C)c1OP(N)(=O)Oc1c(C)cccc1C,3.8%,-3%,.,1%,.,.,-3%
CN1CCN(c2ccc(S(=O)(=O)C(F)(F)F)cc2[N+](=O)[O-])CC1,-1.0%,-4%,0%,-7%,-5%,0%,1%
CN1CCN(c2ncnc3nc[nH]c23)CC1,-6.8%,7%,-8%,-6%,.,2%,?
COC(=O)C(O)(c1ccc(NC(=S)NC(=O)c2ccc(Cl)cc2Cl)c(C)c1)C(F)(F)F (stereo not given),1.0%,-31%,10%,6%,?,1%,-6%
O=[N+]([O-])c1cccc2c([As](=O)(O)O)cccc12,-4.5%,-3%,.,2%,.,.,-5%
Cn1c(CN2CCN(C(=O)COc3ccccc3)CC2)nc2cc([N+](=O)[O-])ccc21,1.1%,-5%,0%,4%,?,3%,1%
COc1cc2c(cc1OC)[C@@H]1C(=O)c3ccc4oc(C(C)C)cc4c3OC1CO2 (stereo not given in full),0.0%,.,12%,10%,.,-3%,-10%
CCOC(=O)CNC(=O)CSP(=S)(OCC)OCC,-0.2%,-9%[46.1 µM],24%[38.3 µM],-1%,17%,6%,-4%
CC1CCC(NCC(O)c2ccccc2)CC1 (stereo not given),-0.2%,1%[46.1 µM],38%[activator][38.3 µM],0%,8%,7%,4%
Nc1ccc(N=Nc2ccccc2)cc1,9.6%,-7%,3%,0%,.,-1%,-26%
CSc1ccc(C(=O)C(C)(C)N2CCOCC2)cc1,-1.1%,-16%[46.1 µM],31%[activator][38.3 µM],2%,3%,0%,5%
C[C@H](NC(=O)[C@@H](N)Cc1ccc(O)cc1)C(=O)NCC(=O)N(C)[C@@H](Cc1ccccc1)C(=O)N[C@H](CO)CCS(C)=O (stereo not given in full),1.1%,.,2%,-3%,.,.,25%
CC1N(P(=O)(c2ccccc2)c2ccccc2)CC(O)(c2ccccc2)CC12CC2 (stereo not given),3.8%,.,2%,7%,.,-5%,7%
Cn1c(O)c(C=NCCN2CCOCC2)c(=O)[nH]c1=S,0.0%,7%,.,-3%,.,.,14%
O=C(c1ccc(N2CCCCC2)c([N+](=O)[O-])c1)N1CCC2(CC1)OCCO2,-3.3%,2%,1%,-5%,?,-3%,-6%
CCCCn1c(O)c(C(C)=NCCCN(C)C)c(=O)[nH]c1=O,2.7%,-2%[46.1 µM],7%[38.3 µM],4%,3%,-5%,-3%
O=c1[nH]c(=O)n(CCc2ccc(F)cc2)c(O)c1C=NCCCN1CCOCC1,-0.9%,-8%[46.1 µM],-10%[38.3 µM],-1%,7%,-1%,0%
Cc1ccc(-c2nn(CCC#N)cc2C(=O)O)cc1C,-0.4%,10%,-1%,1%,-3%[46 µM],1%,-4%
c1ccc2c(CN3CCCCC3)c[nH]c2c1,9.0%,-13%,.,-3%,.,.,-12%

# Some of the entries above in a different format.
mol: O=[N+]([O-])c1cccc2c([As](=O)(O)O)cccc12
  Epigenetic reg = -4.5%
  NPSR antagonist = -3%
  IMPase Li cell = .
  aGal spleen mod = 2%
  Lamin A splicing = .
  KinaseGlo FLuc = .
  CBFb RUNX1 block = -5%
mol: Cn1c(CN2CCN(C(=O)COc3ccccc3)CC2)nc2cc([N+](=O)[O-])ccc21
  Epigenetic reg = 1.1%
  NPSR antagonist = -5%
  IMPase Li cell = 0%
  aGal spleen mod = 4%
  Lamin A splicing = ?
  KinaseGlo FLuc = 3%
  CBFb RUNX1 block = 1%

# Other entries
SMILES,Epigenetic reg,NPSR antagonist,IMPase Li cell,aGal spleen mod,Lamin A splicing,KinaseGlo FLuc,CBFb RUNX1 block
CN(C)C1C(=O)C(C(N)=O)C(=O)C2(O)C(=O)C3C(=O)c4c(O)cccc4C(C)(O)C3C(O)C12 (stereo not given),1.4%,.,?,17%,.,-5%[39.9 µM],3%
O=C(c1ccco1)C12CN3CN(CN(C3)C1)C2,-1.0%,9%[46.1 µM],-6%,-1%,-4%,1%,3%
Cc1cc(N)n(C2CCN(C)CC2)n1,2.7%,4%[46.1 µM],5%[38.3 µM],-1%,-7%,-5%,3%
CC(C)CN(C(=O)CN1CC=C(c2ccccc2)CC1)c1c(N)n(CC(C)C)c(=O)[nH]c1=O,-0.5%,0%,5%,6%,?,0%,1%
CCCCOP(=O)(c1ccc(N(C)C)cc1)C(Nc1ccccc1)c1ccccc1 (stereo not given),-1.8%,-53%,16%,1%,?,2%,-24%
CCC(C)n1c(O)c(C=NC(C)c2ccccc2)c(=O)[nH]c1=S (stereo not given),6.1%,?,.,-7%,.,.,-5%
Cn1c(O)c(C=NC2CCN(Cc3ccccc3)CC2)c(=O)n(C)c1=O,0.0%,-14%[46.1 µM],-2%[38.3 µM],1%,1%,2%,6%
CN(C)CC1CSCCC1(O)c1ccccc1Cl (stereo not given),1.2%,-3%[46.1 µM],5%,11%,-2%,3%,11%
CC(/C=C(\C)Nc1ccccc1)=Nc1ccccc1,10%,-6%,-2%,-1%,10%[46 µM],0%,-12%
CCC(C)C(=O)c1c(O)c(C)c2oc3c(C)c(O)c(C(=O)C(C)CC)c(O)c3c2c1O (stereo not given),-2.1%,.,7%,2%,?,-4%,.
C[C@H]1CCCC(=O)CCCCCc2cc(O)cc(O)c2C(=O)O1,1.4%,-57%,9%,2%,?,0%,2%
COc1cc(C=C(C#N)C#N)cc(O)c1O,3.4%,-28%[46.1 µM],47%[activator],-3%,?,-6%,10%
COc1cc(/C=C2\C(=O)NC(=O)N(CCc3ccc(F)cc3)C2=O)ccc1O,-1.0%,-10%,5%,-2%,0%,1%,-2%
O=C1C=CC(=O)c2c1ccc1c2ccc2ccccc21,2.4%[16.9 µM],.,16%,3%[29.1 µM],?,-1%[17.1 µM],5%[21.7 µM]
O=C(Nc1ccccc1)N1CCCC2(CCN(C(=O)Oc3ccccc3)CC2)C1,.,.,19%,0%,.,-5%,.
O=C(Cc1ccccc1)N1CCN(C2CCCCCC2)CC1,0.0%,1%,14%,6%,0%[46 µM],-2%,2%
Cc1cccc(N2C(=O)NC(=O)/C(=C\c3cnc(-c4ccccc4)nc3)C2=O)c1,0.0%,-48%,6%,-7%,-22%,-4%,-6%
Oc1ccc2c3c1O[C@H]1c4[nH]c5c(c4C[C@@]4(O)[C@@H](C2)N(CC2CC2)CC[C@]314)C[C@]1(O)[C@H]2Cc3ccc(O)c4c3[C@@]1(CCN2CC1CC1)[C@@H]5O4,0.5%,.,20%,-1%,.,0%,2%[21.7 µM]
CSc1ncc(Cl)c(C(=O)O)n1,-2.7%,-2%[46.1 µM],7%[38.3 µM],10%,-1%,0%,6%
NNCc1ccccc1,-0.5%,.,2%,4%,.,-9%,-2%
CN(C)[C@@H]1C(=O)C(C(N)=O)=C(O)[C@@]2(O)C(=O)C3=C(O)c4c(O)ccc(Cl)c4[C@@](C)(O)C3C[C@@H]12 (stereo not given in full),0.1%,-7%,-13%,-3%,-8%,-2%,-3%
NC1=Nc2ccccc2Oc2ccccc21,4.3%,-15%[46.1 µM],7%[38.3 µM],8%,0%,0%,1%
Nc1c(Cl)cc([N+](=O)[O-])cc1Cl,.,.,-11%,5%,.,.,12%[21.7 µM]
COc1ccc(N2C(=O)CC(N3CCC(n4c(=O)[nH]c5ccccc54)CC3)C2=O)cc1 (stereo not given),-1.0%,-13%[46.1 µM],10%[38.3 µM],-8%,8%,14%,-4%
CCCCCn1c(N)c(C(=O)NCc2cccs2)c2nc3ccccc3nc21,7.1%,-21%[46.1 µM],2%[38.3 µM],7%,?,-5%,4%
# Next part.
SMILES,Epigenetic reg,NPSR antagonist,IMPase Li cell,aGal spleen mod,Lamin A splicing,KinaseGlo FLuc,CBFb RUNX1 block
CCc1ccc(C(=O)C23CN4CN(CN(C4)C2)C3)cc1,0.0%,-2%[46.1 µM],3%,-11%,-16%,-1%,6%
CCCCn1c(O)c(C(C)=NCCc2c[nH]c3ccccc23)c(=O)[nH]c1=O,-0.7%,?,.,5%,.,.,-4%
CCOC(=O)c1ccc(N=C(CC)c2c(O)n(C)c(=O)n(C)c2=O)cc1,-1.8%,3%,.,7%,.,.,4%
O=c1[nH]cc(COCC(F)(F)C(F)(F)C(F)(F)F)c(=O)[nH]1,-1.0%,13%,-3%,3%,8%[46 µM],-5%,0%
ClC1C(Cl)C(Cl)C(Cl)C(Cl)C1Cl (stereo not given),5.9%&2.4%,.,4%&16%,-7%&16%,?,1%[39.9 µM],0%&11%
CN1CCN(c2ccc([N+](=O)[O-])c(N3CCCCC3)c2)CC1,-4.0%,2%,5%,5%,13%[46 µM],-1%,-7%
C/C(O)=C(\C#N)C(=O)Nc1cc(Br)ccc1Br,-0.1%&1.1%,?,5%&7%,-2%&0%&0%,?,-1%,-9%&14%&16%
FC(F)(F)c1ccc2c(c1)NP(=S)(N1CCOCC1)c1nccn1-2 (stereo not given),-7.2%,2%[46.1 µM],.,5%,-9%,.,1%
O=c1[nH]c(=O)n(C2CCCCC2)c(O)c1/C=C/C=Nc1ccccc1,7.4%,?,.,-9%,.,.,8%
